Source: PubChem
All columns: NCI-60 one-dose screen, growth in % after 48 h at 10 µM unless noted; 100 = growth as untreated, 0 = no growth, -100 = all killed.
HCT-15: HCT-15 colon cancer | actives 5.2% (n = 82,000)
HCT-116: HCT-116 colon cancer. actives 7.3% (n = 82,000). AID 1794798
NCI/ADR-RES: NCI/ADR-RES ovarian cells | AID 1794790 | actives 4.4% (n = 81,000)
NCI-H460: NCI-H460 lung cancer. actives 6.8% (n = 82,000). AID 1794736
NCI-H322M: NCI-H322M lung cancer; actives 2.7% (n = 80,000)
NCI-H226: NCI-H226 lung cancer. AID 1794732. actives 3.5% (n = 79,000)
NCI-H522: NCI-H522 lung cancer; actives 8% (n = 78,000)
HT29: HT29 colon cancer; actives 7.4% (n = 81,000); AID 1794748
COLO 205: COLO 205 colon cancer; actives 7.3% (n = 79,000)
Starred values were filed as active, the others as inactive; x = no result given; & = joins results of further samples. The calls were made as follows: active = growth percent below 10; inactive = the rest. Random draw from the library (roughly 12% active in at least one column).

SMILES | HCT-15 | HCT-116 | NCI/ADR-RES | NCI-H460 | NCI-H322M | NCI-H226 | NCI-H522 | HT29 | COLO 205
C[C@]12CCC(=O)C[C@@H]1CC[C@@H]1[C@@H]2CC[C@]2(C)OCCC[C@@H]12 | 92 | 103 | 104 | 102 | 108 | 98 | 81 | 87 | 110
O=C(Cn1ccc(Nc2ccccc2)cc1=O)Nc1ccccc1 | 101 | 101 | 104 | 106 | 92 | 86 | x | 109 | 96
CS(=O)(=O)c1nccc(-c2c(-c3ccc(O)cc3)nc3sccn23)n1 | 86 | 98 | 95 | 103 | 111 | 100 | 96 | 116 | 121
Nc1ccc(-c2cc(-c3ccccn3)[nH]n2)cc1 | 104 | 105 | 109 | 110 | 103 | 105 | 103 | 106 | 110
CN(C)c1cc(NN=C(c2ccc(O)cc2)c2ccc(O)cc2)c([N+](=O)[O-])cc1[N+](=O)[O-] | 46 | 33 | 44 | 30 | 117 | 99 | 1.7* | 114 | 90
CCCCCCCCSC1=CC(=O)C(OC)=C(OC)C1=O | 11 | -50* | -27* | 46 | 89 | 81 | -98* | 35 | 37
CS(=O)(=O)c1nc2ncc(C(N)=O)n2[nH]1 | 102 | 113 | 101 | 109 | 104 | 102 | 95 | 99 | 111
C=C(C)[C@@H]1CC[C@]2(C(=O)O)CC[C@]3(C)[C@H](CC[C@@H]4[C@@]5(C)C/C(=C/c6cccc(I)c6)C(=O)C(C)(C)[C@@H]5CC[C@]43C)[C@@H]12 | 19 | 5.1* | 31 | 12 | 37 | 32 | 10 | 9.1* | 28
Cc1nn(-c2nc(-c3ccccc3)c(C#N)c(=O)n2C)c(C)c1N=Nc1ccc(C(=O)O)cc1 | 101 | 93 | 92 | 108 | 105 | 103 | 65 | 109 | 114
COc1ccccc1C(=O)c1ccccc1 | 104 | 101 | 98 | 105 | 101 | 105 | 100 | 100 | 104
S=c1n(CN2CCCC2)nc(-c2ccccc2Cl)n1Cc1ccccc1 | 93 | 95 | 107 | 101 | 100 | 91 | 115 | 120 | 122
CC(=O)Oc1ccc(C(=O)O)cc1 | 109 | 100 | 105 | 115 | 111 | 108 | 94 | 104 | 109
C/C(=N\NC(=S)Nc1ccc(Br)cc1)c1cc2ccccc2oc1=O | 10 | 16 | 11 | 3.8* | 37 | -18* | -14* | 90 | 71
Cc1cc(=O)oc2cc(O)cc(O)c12 | 108 | 91 | 108 | 99 | 103 | 98 | 89 | 107 | 110
COc1cc(-c2nc(-c3ccccc3)[nH]c2-c2ccnc(NCCCNS(=O)(=O)c3ccc(C(F)(F)F)cc3)n2)ccc1F | 60 | 71 | 75 | 86 | 102 | 87 | 74 | 72 | 84
CC(=O)C(=O)OC1CCCCC1 | 98 | 99 | 101 | 113 | 101 | 116 | 92 | 100 | 100
Nc1nonc1-c1nc2ccccc2n1Cc1cc2c(cc1Cl)OCO2 | 87 | 73 | 90 | 96 | 82 | 96 | 80 | 88 | 99
NS(=O)(=O)c1ccc(N2C(=O)/C(=C/c3ccc(F)cc3)N=C2c2ccccc2)cc1 | 80 | 91 | 91 | 95 | 109 | 111 | 84 | 92 | 109
O=C1CCCN1c1cccc2cccnc12 | 101 | 102 | 99 | 102 | 102 | 99 | 96 | 103 | 108
Cc1c(C(N)=O)sc2[nH]c(=O)n(Cc3ccccc3)c(=O)c12 | 99 | 100 | 101 | 97 | 106 | 93 | x | 103 | 106
S=C1SCN(Cc2ccccc2)CN1Cc1ccccc1 | 40 | 7.3* | 74 | 96 | 94 | 89 | 22 | 65 | 78
COc1ccc(/C=N/Nc2cc(=O)[nH]c3ccc(Cl)cc23)cc1 | 40 | 8.9* | 78 | 24 | 66 | 80 | -43* | 3.9* | 83
O=C(O)C(=O)c1ccc(O)cc1O | 89 | 100 | 96 | 105 | 106 | 100 | x | 107 | 112
Cc1ccc(S(=O)(=O)n2cc(/C=C3\C(=O)N(c4c(Cl)cccc4Cl)c4ccccc43)c3ccccc32)cc1 | 105 | 87 | 88 | 103 | 99 | 95 | 92 | 89 | 100
NC(=S)NN=C1CCCC1 | 78 | 8.8* | 43 | 104 | 92 | 96 | 100 | x | 101
Nc1nc(C(=O)N/N=C/c2ccc(N3CCOCC3)cc2)nn1-c1ccc(S(N)(=O)=O)cc1 | 108 | 101 | 102 | 110 | 106 | 97 | 101 | 106 | 120
COc1ccc2cc(Cn3cc[n+](Cc4ccc5ccccc5c4)c3)ccc2c1 | 96 | 34 | 102 | 38 | 66 | 49 | -14* | -33* | -66*
CC(C)(C)C1CCC(OC=O)CC1 (stereo not drawn) | 103 | 81 | 107 | 107 | 107 | 99 | 87 | 95 | 109
O=C(Nc1nc2ccccc2s1)Nc1ccccc1C(=O)O | 97 | 99 | 98 | 100 | 98 | 90 | 90 | 103 | 108
CCCCCCC(=O)Nc1ncc(Cc2ccc(C)cc2)s1 | 35 | 33 | 29 | 23 | 58 | 64 | 22 | 15 | 17

Entries of single compounds, quoted from the list. Values in the order: HCT-15, HCT-116, NCI/ADR-RES, NCI-H460, NCI-H322M, NCI-H226, NCI-H522, HT29, COLO 205
Results for `Cc1c(C(N)=O)sc2[nH]c(=O)n(Cc3ccccc3)c(=O)c12` : 99, 100, 101, 97, 106, 93, x, 103, 106
Results for `COc1ccc2cc(Cn3cc[n+](Cc4ccc5ccccc5c4)c3)ccc2c1` : 96, 34, 102, 38, 66, 49, -14*, -33*, -66*
Results for `Nc1nonc1-c1nc2ccccc2n1Cc1cc2c(cc1Cl)OCO2` : 87, 73, 90, 96, 82, 96, 80, 88, 99
Results for `COc1ccc(/C=N/Nc2cc(=O)[nH]c3ccc(Cl)cc23)cc1` : 40, 8.9*, 78, 24, 66, 80, -43*, 3.9*, 83
Results for `CC(=O)C(=O)OC1CCCCC1` : 98, 99, 101, 113, 101, 116, 92, 100, 100

An excerpt of these results, as a markdown table.
| mol | HCT-15 | HCT-116 | NCI/ADR-RES | NCI-H460 | NCI-H322M | NCI-H226 | NCI-H522 | HT29 | COLO 205 |
| --- | --- | --- | --- | --- | --- | --- | --- | --- | --- |
| Nc1nc(C(=O)N/N=C/c2ccc(N3CCOCC3)cc2)nn1-c1ccc(S(N)(=O)=O)cc1 | 108 | 101 | 102 | 110 | 106 | 97 | 101 | 106 | 120 |
| COc1ccc2cc(Cn3cc[n+](Cc4ccc5ccccc5c4)c3)ccc2c1 | 96 | 34 | 102 | 38 | 66 | 49 | -14* | -33* | -66* |
| CC(C)(C)C1CCC(OC=O)CC1 (stereo not drawn) | 103 | 81 | 107 | 107 | 107 | 99 | 87 | 95 | 109 |
| O=C(Nc1nc2ccccc2s1)Nc1ccccc1C(=O)O | 97 | 99 | 98 | 100 | 98 | 90 | 90 | 103 | 108 |
| CCCCCCC(=O)Nc1ncc(Cc2ccc(C)cc2)s1 | 35 | 33 | 29 | 23 | 58 | 64 | 22 | 15 | 17 |

(list continues)
SMILES | HCT-15 | HCT-116 | NCI/ADR-RES | NCI-H460 | NCI-H322M | NCI-H226 | NCI-H522 | HT29 | COLO 205
O=C(CN1C(=O)/C(=C/c2ccco2)SC1=S)NCCc1c[nH]c2ccc(Cl)cc12 | 98 | 104 | 101 | 105 | 112 | 98 | 80 | 107 | 148
COc1ccc(-c2ccc(NC(=O)Nc3ccc(Cl)cc3)c(C)n2)cc1OC | 86 | 97 | 96 | 101 | 101 | 102 | 40 | 68 | 114
N=C(N)N1CCc2ccccc2C1 | 103&109 | 102&95 | 114&93 | 96&103 | 116&99 | 108&98 | 118&84 | 105&102 | 106&100
Cc1cnc(C2OCCO2)c2cccc([N+](=O)[O-])c12 | 103 | 105 | x | 104 | 110 | 90 | 96 | 104 | 115
O=C1CCC(N2Cc3c(C#CCCCNC(=O)c4ccc(NC(=O)[C@@H]5NC6(CCCCC6)[C@@]6(C(=O)Nc7cc(Cl)ccc76)[C@H]5c5cccc(Cl)c5F)cc4)cccc3C2=O)C(=O)N1 (stereo partly drawn) | 42 | 13 | 86 | 33 | 77 | 24 | 70 | 52 | 71
CC1CN(C(C)C)C(=S)N(c2ccccc2)C1=O (stereo not drawn) | 104 | 89 | 93 | 105 | 101 | 106 | 87 | 104 | 157
COc1cc(C2CC(c3cc(OC)c(OC)c(OC)c3)=Nc3c(C)nn(-c4ccccc4)c3N2)ccc1Oc1nc2c(c(=O)n(C)c(=O)n2C)n1C (stereo not drawn) | 96 | 92 | 92 | 111 | 94 | 97 | 79 | 99 | 107
CC(=O)N1c2ccccc2NC2=C(C(=O)N(C)C2(C)C)C1C (stereo not drawn) | 94 | 25 | 102 | 22 | 73 | 91 | 19 | 25 | 14
COc1cc(/C=C2/SC(=S)NC2=O)ccc1OCc1cn(-c2ccc(S(=O)(=O)Nc3nccs3)cc2)nn1 | 119 | 96 | 109 | 108 | 107 | 107 | 96 | 104 | 116
COc1cc2c(c(OC)c1OC)C1(NCC2)C(=O)N(Cc2ccc(F)cc2)c2ccccc21 (stereo not drawn) | 109 | 91 | 102 | 100 | 96 | 94 | 92 | 108 | 111
Cc1ccc(NS(=O)(=O)c2ccc(Br)cc2)cc1 | 108 | 104 | 103 | 106 | 97 | 99 | 99 | 108 | 102
CN(C)C(=N)OCc1ccccc1 | 103 | 113 | 112 | 124 | 125 | 119 | 99 | 108 | 108
COc1ccc(NCc2cn(-c3ccc(C(=O)O)cc3)nc2-c2ccc(B(O)O)cc2)cc1C(F)(F)F | 106 | 106 | 101 | 104 | 100 | 103 | 101 | 107 | 114
Cc1ccc(S(=O)(=O)N(CCO)CCO)cc1 | 99 | 92 | 108 | 106 | 96 | 96 | 83 | 95 | 114
COC(=O)C1(CC(=O)c2cccc3ccccc23)NC(=S)NC(=O)C1C#N (stereo not drawn) | 105 | 115 | 107 | 135 | 112 | 97 | 104 | 118 | 133
CN1CCc2c(sc3nc4n(-c5ccc(Cl)cc5)c(=O)[nH]n4c(=O)c23)C1 | 103 | 89 | 99 | x | x | 95 | 78 | 86 | 108
CCOC(=S)SC1CCCC1 | 100 | 92 | 95 | 108 | 110 | 92 | 89 | 101 | 112
COc1ccc(C2CC(=O)Nc3c2c(C)nn3-c2nc3ccccc3[nH]2)cc1 (stereo not drawn) | 100 | 108 | 96 | 21 | 54 | 101 | 98 | 103 | 129
CC#CC#Cc1cccc(=O)o1 | 36 | 31 | 90 | 84 | 50 | 74 | 59 | 45 | 47
CCCn1cnc2c(c1=N)C(c1ccc(Cl)cc1)c1sc3c(CC)cccc3c1O2 (stereo not drawn) | 18 | 12 | 10 | 7.5* | 46 | 58 | -26* | -5.4* | -14*
O=[N+]([O-])c1ccccc1Nc1ccc2ccccc2c1 | 94 | 83 | 105 | 84 | 108 | 97 | 88 | 94 | 73
CCOC(=O)c1c(-c2ccccc2)c[nH]c1C | 118 | 99 | 97 | 103 | x | 96 | x | 102 | 102
COc1cc(/C=C\C(=O)OC/C=C/c2ccc3c(c2)OCO3)cc(OC)c1OC | 101 | 109 | 114 | 115 | 101 | 99 | 100 | 114 | 114
O=[N+]([O-])c1ccc(C2Oc3ccc(Br)cc3C3CC(c4cccs4)=NN32)cc1 (stereo not drawn) | 85 | 92 | 93 | 98 | 89 | 79 | 81 | 107 | 115
O=c1/c(=C/c2ccccc2Cl)sc2nc(-c3ccccc3)nn12 | 80 | 72 | 90 | 100 | 97 | 100 | 86 | 113 | 113
O=C(N/N=C/c1ccc2c(c1)OCO2)c1ccncc1 | 104&106 | 101&105 | 106&101 | 111&101 | 95&114 | 93&108 | 96&78 | 105&101 | 110&101
CCCCCCCCCCCCCCCc1cc(OC2OC(COC(C)=O)C(OC(C)=O)C(OC(C)=O)C2OC(C)=O)ccc1[N+](=O)[O-] (stereo not drawn) | 89 | 69 | 81 | 90 | 106 | 72 | 23 | 94 | 105
